# MEP2-GFP yeast – alters MEP2-GFP fluorescence in TOR pathway yeast screen | S. cerevisiae MEP2-GFP strain, flow cytometry GFP, 3 h; 100% = DMSO control level | GFP response vs DMSO, % at 10 µM | 330,000 compounds, 0.51% hits | AID 2016;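 active = GFP response versus DMSO above a set limit, roughly screen mean plus 3 SD, cut at about 180% in these data; inconclusive = fewer than 70 cells counted for a yeast strain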;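 note: median GFP fluorescence of the barcode-gated MEP2-GFP cells per well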
# LAP4 TOR yeast – modulators of TOR pathway LAP4-GFP in S. cerevisiae; AID 2023; 320,000 compounds, 0.34% hits; S. cerevisiae LAP4-GFP multiplex, flow cytometry GFP, 3 h; median GFP as percent of DMSO wells; GFP response vs DMSO, % at 10 µM;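 active = GFP response vs DMSO above a set limit, about the screen mean plus 3 SD, cut at about 150% in these data; inconclusive = under 70 cell events counted for the yeast strain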
# RPL19A-GFP yeast – yeast TOR pathway RPL19A-GFP modulation. AID 2025. S. cerevisiae RPL19A-GFP strain, flow cytometry, 3 h; active compounds read low. 330,000 compounds, 0.3% hits. percent response vs DMSO, % at 10 µM;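 active = percent response vs DMSO below 50%; inconclusive = fewer than 70 events counted for the yeast strain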;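 note: median channel GFP fluorescence of the barcoded RPL19A-GFP strain; ratio of sample median GFP to plate DMSO average so 100% = DMSO; lower means less RPL19A-GFP as with rapamycin TOR inhibition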
# CR mimetic SO – caloric restriction mimetics inhibiting age-related superoxide in yeast; 330,000 compounds, 0.18% hits; S. cerevisiae aged cells, superoxide DHE fluorescence; active compounds read low; superoxide response (% of plate mean), % at 10 µM; AID 2690;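 active = superoxide response under a set limit, about three screen SD below normal, cut at about 65% in these data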;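 note: yeast aged for seven days with compound at 30 °C before DHE staining; 100% = average MFI of all compound-treated wells on the plate with controls excluded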
# AHR act – activates the human aryl hydrocarbon receptor; P35869; AHR-responsive luciferase reporter cells, luminescence; activation, % at 5 µM; 320,000 compounds, 2.5% hits; AID 2796; in the data active = activation above about 47%;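 note: 0% = vehicle wells and 100% = reference agonist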
# Target sequence (P35869 whole entry, looked up): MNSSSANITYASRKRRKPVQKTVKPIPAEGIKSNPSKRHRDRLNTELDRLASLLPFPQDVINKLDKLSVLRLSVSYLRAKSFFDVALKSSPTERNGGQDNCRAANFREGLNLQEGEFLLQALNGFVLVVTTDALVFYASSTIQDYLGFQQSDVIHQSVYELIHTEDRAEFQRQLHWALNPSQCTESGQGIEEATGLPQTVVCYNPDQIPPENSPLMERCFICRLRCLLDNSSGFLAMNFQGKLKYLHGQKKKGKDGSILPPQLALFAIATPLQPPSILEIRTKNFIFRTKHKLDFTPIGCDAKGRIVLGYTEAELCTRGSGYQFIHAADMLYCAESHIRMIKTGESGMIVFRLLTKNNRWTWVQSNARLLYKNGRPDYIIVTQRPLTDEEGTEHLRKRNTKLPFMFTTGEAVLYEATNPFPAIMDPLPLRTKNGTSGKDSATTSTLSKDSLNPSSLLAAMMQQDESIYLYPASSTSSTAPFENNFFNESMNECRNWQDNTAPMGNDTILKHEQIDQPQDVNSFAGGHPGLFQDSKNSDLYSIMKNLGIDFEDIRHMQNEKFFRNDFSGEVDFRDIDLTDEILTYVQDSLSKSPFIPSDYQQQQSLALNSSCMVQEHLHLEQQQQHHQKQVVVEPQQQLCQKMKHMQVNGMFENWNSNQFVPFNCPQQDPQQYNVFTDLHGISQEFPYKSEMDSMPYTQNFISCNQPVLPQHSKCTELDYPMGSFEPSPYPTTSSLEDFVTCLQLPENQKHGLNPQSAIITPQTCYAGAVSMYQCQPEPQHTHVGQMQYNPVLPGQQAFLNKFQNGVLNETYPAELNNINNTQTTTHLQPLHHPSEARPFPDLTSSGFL
# Efflux pump mplx – inhibitors of Candida antifungal efflux pumps expressed in yeast | 330,000 compounds, 0.44% hits | inhibition, % at 10 µM | S. cerevisiae Candida pump triplex, Nile Red efflux;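 active = plate passing quality check with inhibition over a set limit, or well fluorescence over plate mean plus 4 SD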;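 note: Nile Red retained in pooled yeast measured as flow cytometry median fluorescence; 0% = buffer negative control and 100% = Enniatin B positive control; higher means more Nile Red kept so more efflux inhibition; some compounds called inactive have numbers as strong as hits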
# AGP1-GFP MLPCN – modulators of TOR pathway AGP1-GFP in S. cerevisiae | S. cerevisiae AGP1-GFP multiplex flow cytometry, 3 h; GFP as percent of DMSO wells | GFP response vs DMSO, % at 10 µM | 320,000 compounds, 0.02% hits;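 active = GFP response relative to DMSO above a set limit, near screen average plus 3 SD, cut at about 150% in these data; inconclusive = fewer than 70 cells counted for the yeast strain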;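 note: median GFP channel fluorescence of the gated AGP1 strain per well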
# CIT2 TOR yeast – alters CIT2-GFP fluorescence in TOR pathway yeast screen. AID 2029. 320,000 compounds, 0.065% hits. GFP response vs DMSO, % at 10 µM. S. cerevisiae CIT2-GFP strain, flow cytometry, 3 h; 100 means same as DMSO wells;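 active = GFP response relative to DMSO above a set limit, near the screen mean plus 3 SD, cut at about 150% in these data; inconclusive = Fewer than 70 cells measured for a yeast strain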;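 note: ratio of well median GFP fluorescence to mean of DMSO wells on the plate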
# An asterisk follows results filed as active; u = inconclusive; x = no result given; [ ] = another dose, or the depositor's remark.
SMILES,MEP2-GFP yeast,LAP4 TOR yeast,RPL19A-GFP yeast,CR mimetic SO,AHR act,Efflux pump mplx,AGP1-GFP MLPCN,CIT2 TOR yeast
Cn1ccc(-c2ccccc2)n1,100.3,98.2,102.4,99.8,-0.8,0.1,101.0,99.7
COC(=O)C1=CN(c2ccc(F)cc2)C=C(C(=O)OC)C1c1cccc(Br)c1,102.5,82.2,117.5,97.7,x,0.3,76.7,87.0
CN1CCN(/N=C/c2nc(-c3cccc([N+](=O)[O-])c3)n3ccccc23)CC1,90.9,98.3,101.1,97.9,38.2,0.1,100.1,98.3
O=[N+]([O-])c1cc(S(=O)(=O)Nc2ccccc2)ccc1-n1nnc2ccccc21,104.2,104.4,110.9,88.4,-1.9,-0.4,122.2,108.1
CCOc1ccccc1-n1c(COc2ccccc2)nnc1SCC(N)=O,113.8,115.1,107.0,104.8,1.6,0.0,112.0,118.4
COc1ccc(C(CCNC(C)c2ccccc2)C(C)C)cc1 (configuration not stated),86.1,118.5,87.2,97.8,3.1,-0.1,77.4,74.4
Cc1ccc(S(=O)(=O)NC(=O)c2cc(C)n(-c3ccccc3)c2C)cc1,106.7,90.5,106.4,111.3,-2.5,-0.5,97.9,98.9
Cc1noc(NS(=O)(=O)c2ccc(NC(=O)c3nn(-c4ccccc4)ccc3=O)cc2)c1C,110.6,116.1,106.9,117.0,0.8,0.1,121.1,105.7
CCc1cccc(CC)c1NC(=S)NCC(c1cccnc1)N(C)C (configuration not stated),103.1,100.4,110.0,98.8,13.2,0.1,104.8,105.8
COc1ccc(CN2C(=O)NC3(CCCCCC3)C2=O)cc1F,112.3,105.9,98.6,102.3,5.6,0.0,105.7,96.6
C(=N\Nc1nc(N2CCOCC2)nc(N2CCOCC2)n1)/c1ccncc1,105.2,90.0,100.9,88.3,31.2,-0.1,95.8,107.2
COc1ccccc1-c1cc(C(=O)N2CCCCC2)no1,113.5,103.5,93.8,87.2,32.7,0.0,91.3,101.6
NC(=O)C1CCCN(S(=O)(=O)c2ccccc2)C1 (configuration not stated),87.7,93.5,96.0,111.2,-1.8,0.1,97.2,91.1
COC(=O)c1nn(-c2ccccc2)nc1-c1nn(-c2ccccc2)nc1C(=O)OC,100.0,98.8,100.2,104.8,-0.9,0.4*,98.8,95.4
CCCCC(=O)Nc1cnc(NC(=O)c2cccs2)cc1C,83.6[may fluoresce red and violet],88.6[may fluoresce red and violet],u,104.8,16.6,-0.2,80.5[may fluoresce red and violet],u
C/C(CC(=O)Nc1ccccn1)=N\NC(=O)c1ccncc1,100.6,95.9,102.1,92.6,6.6,0.3,99.5,96.7
CCCC(=O)N1CCc2cc(OC)c(OC)cc2C1COc1ccccc1OC (configuration not stated),99.8,89.6,101.1,92.6,3.1,-0.2,98.0,100.3
CC(=O)c1ccc(S(=O)(=O)NCCC(=O)N2CCN(c3ccccn3)CC2)cc1,106.7,106.1,109.1,101.9,-0.3,0.1,107.1,94.2
CC1CCCN(C(=O)c2ccc3c(=O)n(Cc4ccc5c(c4)OCO5)c(=S)[nH]c3c2)C1 (configuration not stated),101.5,96.1,100.1,89.9,2.1,0.1,102.7,106.3
Cc1ccc(NC(=S)N2CCN(S(C)(=O)=O)CC2)cc1C,99.0,65.9,104.8,77.0,x,-0.2,94.0,93.1
CSc1cccc(NS(=O)(=O)c2ccccc2)c1,94.5,110.4,98.4,104.1,-1.8,0.0,95.2,90.4
COc1ccc(Cl)cc1NC(=O)CN(c1ccccc1)S(=O)(=O)N(C)C,89.0,91.3,97.5,96.6,15.8,0.0,97.2,106.4
O=C(c1cc(-c2ccc(Cl)cc2)on1)N1CCN(c2ccc(F)cc2)CC1,130.0,99.5,98.7,91.2,-0.3,-0.4,98.6,101.1
O=C(NCc1ccco1)c1cc2ccc(O)cc2oc1=O,230.4*[may fluoresce violet],73.8[may fluoresce violet],59.9[may fluoresce violet],86.7,5.0,-0.2,u,u
O=C(/C(=N\O)n1cncn1)c1ccc(Br)cc1Br,102.4,94.9,100.0,99.7,0.1,-1.2,99.9,102.7

# Next part.
SMILES,MEP2-GFP yeast,LAP4 TOR yeast,RPL19A-GFP yeast,CR mimetic SO,AHR act,Efflux pump mplx,AGP1-GFP MLPCN,CIT2 TOR yeast
COC(=O)C1CCN(S(=O)(=O)Cc2ccccc2Cl)CC1,106.7,95.2,102.1,100.8,x,0.0,102.0,101.6
C[C@H](CO)N1C[C@H](C)[C@@H](CN(C)Cc2ccncc2)Oc2c(NS(=O)(=O)c3ccc(Cl)cc3)cccc2C1=O,89.7,96.8,91.6,104.7,0.9,-0.4,94.8,91.8
O=C(Nn1c(SCc2ccc([N+](=O)[O-])cc2)nc2ccccc2c1=O)c1ccc(F)cc1,104.5,109.8,106.3,95.4,4.5,-0.2,101.9,96.8
CC(CC(=O)NC1CCCCC1)S(=O)(=O)c1ccc2c(c1)NC(=O)CO2 (configuration not stated),102.3,101.3,100.0,92.7,2.2,0.1,102.6,110.2
Cc1ccc(OCCN2C(=O)C(=O)c3cc(C)ccc32)cc1,u,115.9,87.2,102.7,-3.7,0.0,104.5,103.7
Cc1cc(C(=O)CSc2nnnn2C)c(C)n1-c1ccc2c(c1)OCCO2,94.7,103.4,96.0,91.1,13.8,0.3,93.7,85.2
CCCCC(=O)Nc1ccccc1C(C)C,85.7,80.9,94.5,93.1,-3.3,0.0,87.1,82.5
CCOc1ccccc1NS(=O)(=O)c1ccc2[nH]c(=O)[nH]c2c1,95.0,96.5,91.4,94.4,0.5,-0.1,90.6,91.6
CCCOc1ccc(S(=O)(=O)N2CCCC2)cc1[N+](=O)[O-],104.0,108.2,109.5,107.7,1.2,0.0,113.0,108.9
CCN(CC)S(=O)(=O)c1ccc(NCCCn2ccnc2)c([N+](=O)[O-])c1,105.8,99.4,108.5,103.4,8.0,-0.3,98.8,106.6
CNc1nc(Oc2ccc(C(=O)OC)cc2)nc(SC)n1,107.3,113.9,101.7,92.2,4.2,0.0,96.5,102.3
O=S(=O)(c1cccc(Cl)c1Cl)N1CCN(C(=S)NCCCN2CCOCC2)CC1,98.4,101.2,97.0,94.1,2.0,0.1,100.1,99.0
COc1ccccc1NC(=S)N(CCCN1CCOCC1)Cc1cn(C)c2ccccc12,106.7,107.3,103.8,102.7,7.2,0.2,114.9,103.0
Cc1c(NC(=O)c2ccc(F)cc2)c(=O)n(-c2ccccc2)n1C,88.4,90.9,103.1,92.7,0.1,-0.1,104.0,93.7
COc1ccc(NC(=O)CN(C)C(=O)c2cc(-c3ccco3)nc3ccccc23)cc1,100.7,106.7,98.8,95.8,4.8,0.0,110.5,99.5
CCOC(=O)/C=C/c1cnn(-c2ccccc2)c1,99.2,108.2,106.8,82.3,-2.4,0.1,98.7,96.7
O=C1CN(C(=O)COc2ccc(Cl)cc2Cl)c2ccccc2N1,108.3,103.1,100.2,92.8,-5.4,0.1,96.7,99.6
CC(=O)Cc1nsc(NC(=O)c2ccco2)n1,100.2,101.7,93.3,109.3,-1.1,0.0,99.8,99.3
CC(C)Cn1c(-c2ccco2)nc2c(c(=O)c3ccccc3n2C)c1=O,94.9,86.3,104.7,87.3,31.9,0.2,95.5,91.4
CC(C(=O)c1ccccc1)n1cnc2ccccc2c1=O (configuration not stated),103.0,101.7,102.3,98.5,-8.0,0.2,103.4,97.0
CCOC(=O)c1cnc(SC2CC(=O)N(c3cccc(OC)c3)C2=O)nc1N (configuration not stated),100.8,90.3,96.7,101.2,0.4,0.0,97.9,x
CCCCCOc1ccc(C2C(C(=O)c3ccc(C)o3)=C(O)C(=O)N2c2cc(C)on2)cc1 (configuration not stated),108.6,104.9,107.6,120.5,2.4,-0.4,103.0,96.8
CSc1ccc(NC(=O)Nc2cccn(Cc3ccccc3F)c2=O)cc1,116.8,104.1,103.2,109.0,28.7,0.1,103.4,88.9
Cc1cc(Nc2ccc(Br)cc2)n2nc(C)nc2n1,102.2,98.5,99.9,96.1,106.6*,-0.3,106.8,103.9
Cc1cc(=O)oc2c3c(cc(OCC(=O)NCc4ccco4)c12)OC(C)(C)CC3,115.9,106.9,105.5,105.8,5.7,0.1,108.8,107.0

# Whole records, looked up by structure. Values in the order: MEP2-GFP yeast	LAP4 TOR yeast	RPL19A-GFP yeast	CR mimetic SO	AHR act	Efflux pump mplx	AGP1-GFP MLPCN	CIT2 TOR yeast
# Record of CC(C)Cn1c(-c2ccco2)nc2c(c(=O)c3ccccc3n2C)c1=O = 94.9	86.3	104.7	87.3	31.9	0.2	95.5	91.4
# Record of CCCCC(=O)Nc1ccccc1C(C)C = 85.7	80.9	94.5	93.1	-3.3	0.0	87.1	82.5
# Record of CCOc1ccccc1NS(=O)(=O)c1ccc2[nH]c(=O)[nH]c2c1 = 95.0	96.5	91.4	94.4	0.5	-0.1	90.6	91.6
# Record of CSc1ccc(NC(=O)Nc2cccn(Cc3ccccc3F)c2=O)cc1 = 116.8	104.1	103.2	109.0	28.7	0.1	103.4	88.9

# More results:
SMILES,MEP2-GFP yeast,LAP4 TOR yeast,RPL19A-GFP yeast,CR mimetic SO,AHR act,Efflux pump mplx,AGP1-GFP MLPCN,CIT2 TOR yeast
NS(=O)(=O)c1ccc(CCNc2nc3c(-c4cccc(F)c4)nnn3c3ccccc23)cc1,111.2,103.6,91.9,104.5,37.4,-9.2,102.3,88.9
Cn1nc(C(C)(C)C)cc1C(=O)NCc1cc(F)cc2c1OCOC2,105.3,107.7,96.2,85.6,-4.1,-0.1,98.0,90.6
Cc1ccc(Cl)c(OCC(=O)Nc2cc(S(=O)(=O)N3CCOCC3)ccc2N2CCCC2)c1,104.0,95.2,103.5,95.3,-4.2,0.6,96.7,97.0
COCCn1c(CCC(=O)O)nc2c1c(=O)[nH]c(=O)n2CC(C)C,101.8,90.2,101.6,82.9,-0.2,-0.1,101.3,103.7
CC(=O)NC1C(Oc2ccccc2C)OC2COC(c3ccco3)OC2C1O (configuration not stated),100.8,99.4,100.7,92.8,-1.2,0.5,101.9,88.2
CCc1ccccc1NC(=S)N(CCN1CCCCCC1)Cc1ccco1,100.4,106.8,95.2,109.5,0.8,0.1,101.2,95.5
CCn1c(SCC(=O)c2ccccc2)nc2sc3c(c2c1=O)CCN(C)C3,99.1,114.6,97.0,99.4,1.5,0.2,101.9,98.3
Cc1ccc(NC(=O)CSc2nnc(-c3cc(C)on3)o2)cc1,99.9,87.7,92.4,94.0,8.7,-0.3,89.1,96.9
Cc1cccc(/C=C/C(=O)c2cc(Br)ccc(=O)c2O)c1,103.2,129.6,100.3,119.8,8.5,0.0,98.5,105.7
Cc1ccc(S(=O)(=O)N/N=C2\C(=O)C3(C)CCC2C3(C)C)cc1 (configuration not stated),98.6,100.4,97.4,101.6,1.0,-0.2,109.1,105.9
COc1ccc(C(=O)Nc2cc(C)cc(C)c2)cc1S(=O)(=O)N1CCOCC1,97.7,97.9,97.0,96.7,1.0,-0.1,101.4,102.7
CCc1nc(N2CCN(C(=O)c3ccccc3)CC2)c2c3c(sc2n1)CCCC3,100.8,108.1,98.7,114.4,-0.7,0.3,116.3,100.6
Cc1ccc(-c2[nH]nc3c2C(C)C(C#N)=C(N)O3)cc1 (configuration not stated),117.2,107.8,106.1,101.6,6.1,-0.1,103.7,95.6
CC[C@]1(O)CC2CN(CCc3c([nH]c4ccccc34)[C@@](C(=O)OC)(c3cc4c(cc3OC)N(C=O)[C@H]3[C@@](O)(C(=O)OC)[C@H](OC(C)=O)[C@]5(CC)C=CCN6CC[C@]43[C@@H]65)C2)C1 (some centres not stated),89.3,110.7,94.8,93.4,6.6,0.1,86.3,83.0
